V1R ag counter: counter-screen for oxytocin receptor agonists: human V1a receptor agonists | 320,000 tested, 0.25% active | activation, % at 3 µM | CHO-V1R cells, Fluo-8 calcium fluorescence, agonist mode; 0% DMSO, 100% 3 nM vasopressin;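 active = activation above the mean activation of all tested compounds plus 3 SD, per screening run, cut at about 20% in these data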;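 also: signal is peak over basal fluorescence ratio across a 100 second FLIPR read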
Target sequence (P37288 whole entry, looked up): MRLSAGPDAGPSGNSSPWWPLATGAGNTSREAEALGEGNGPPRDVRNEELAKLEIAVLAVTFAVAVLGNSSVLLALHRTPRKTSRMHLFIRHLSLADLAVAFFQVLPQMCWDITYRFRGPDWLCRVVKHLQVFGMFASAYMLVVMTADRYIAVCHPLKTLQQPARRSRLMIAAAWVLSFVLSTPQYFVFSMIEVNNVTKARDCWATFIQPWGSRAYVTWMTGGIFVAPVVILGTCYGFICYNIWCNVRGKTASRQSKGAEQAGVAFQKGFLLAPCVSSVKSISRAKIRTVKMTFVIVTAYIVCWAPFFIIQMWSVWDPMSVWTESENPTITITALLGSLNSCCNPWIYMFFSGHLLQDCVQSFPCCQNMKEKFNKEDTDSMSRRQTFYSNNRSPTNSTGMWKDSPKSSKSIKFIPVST
CHO-K1 Ca PAM: M1 PAM counterscreen hit in parental CHO-K1 cells | ATP EC20, Fluo-8 calcium fluorescence; 0% at ATP EC20, 100% at ATP max | activation, % at 3 µM | 360,000 tested, 0.02% active | AID 602247;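 active = activation above the run cutoff, the mean activation of all test compounds plus 3 SD, cut at about 40% in these data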;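 also: peak over basal fluorescence ratio in a 140 s read after ATP addition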
OXTR potentiator: potentiates the human oxytocin receptor response; P30559; activation, % at 3 µM; 320,000 tested, 0.061% active; CHO-OTR cells, Fluo-8 calcium fluorescence, potentiator mode; 0% = oxytocin EC15, 100% = EC100; AID 2445;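 active = activation above that plate's cutoff, the mean activation of tested compounds plus 3 SD, cut at about 6.6% in these data, passing the limit was not always enough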;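 also: 100% uses oxytocin at 75 nM as the full agonist control; some results filed as inactive read as strong as hits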
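Material: human OTR in CHO cells. Compound: 3.0 µM, one dose. Timing: compound 6 min at room temperature before oxytocin, 100 s read. Evaluation: % activation of max/min ratio relative to oxytocin controls. Replication: single well per compound, singlicate. Signal: Fluo-8 calcium dye fluorescence.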
GPR7 antagonist: blocks human GPR7 receptor signaling. GPR7-expressing cells, fluorescence antagonist assay. inhibition, % at 4.4 µM. 290,000 tested, 1.1% active. AID 1861; in the data active = inhibition above about 16%, passing the limit was not always enough;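 also: cells stimulated with the agonist NPW; 0% = agonist with vehicle and 100% = vehicle without agonist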
Target sequence (P48145 whole entry, looked up): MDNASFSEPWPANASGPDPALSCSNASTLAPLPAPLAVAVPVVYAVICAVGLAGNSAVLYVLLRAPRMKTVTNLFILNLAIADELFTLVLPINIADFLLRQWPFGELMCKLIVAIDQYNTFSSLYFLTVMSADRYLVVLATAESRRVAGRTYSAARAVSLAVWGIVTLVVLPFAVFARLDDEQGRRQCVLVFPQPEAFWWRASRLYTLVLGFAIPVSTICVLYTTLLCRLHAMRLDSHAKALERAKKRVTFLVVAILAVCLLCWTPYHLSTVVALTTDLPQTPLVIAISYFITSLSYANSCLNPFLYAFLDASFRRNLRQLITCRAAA
CHO-K1 Ca antag: counter-screen for M1 antagonists: effect in parental CHO-K1 cells; inhibition, % at 3 µM; ATP-induced calcium, Fluo-8 fluorescence; 360,000 tested, 0.6% active;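 active = inhibition above a per-plate cutoff, the plate's mean sample inhibition plus 3 SD, cut at about 24% in these data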;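 also: 0% = DMSO plus EC80 ATP and 100% = DMSO alone without ATP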
TAAR1 antag: human TAAR1 antagonism; Q96RJ0; CHO RD-HGA16 TAAR1, Fluo-8 calcium fluorescence, antagonist; inhibition, % at 3 µM; 360,000 tested, 1.5% active; AID 624466;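 active = inhibition above a per-plate cutoff, the mean inhibition of test compounds on that plate plus 3 SD, cut at about 49% in these data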;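 also: 0% = DMSO plus EC80 beta-PEA response and 100% = DMSO alone without agonist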
Target sequence (Q96RJ0 whole entry, looked up): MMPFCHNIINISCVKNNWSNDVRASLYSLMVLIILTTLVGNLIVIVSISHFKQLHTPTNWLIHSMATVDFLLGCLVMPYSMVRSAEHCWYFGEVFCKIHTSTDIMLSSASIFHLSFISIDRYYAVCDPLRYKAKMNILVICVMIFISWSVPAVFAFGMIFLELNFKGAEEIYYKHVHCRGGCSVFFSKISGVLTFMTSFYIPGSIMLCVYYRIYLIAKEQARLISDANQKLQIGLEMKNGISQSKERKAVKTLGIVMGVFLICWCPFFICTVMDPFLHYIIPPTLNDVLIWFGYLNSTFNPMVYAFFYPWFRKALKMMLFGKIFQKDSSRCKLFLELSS
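Material: CHO RD-HGA16 cells bearing hTAAR1; compound dosing: one-point dosing, 3 µM nominal final; schedule: dye loading 75 min at 37 °C, then 30 min room temperature; measured by: calcium fluorescence with Fluo-8; control set: vehicle and agonist controls; replication: n of 1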
CHO-K1 Ca ag: nonselective activator or artifact in parental CHO-K1 cells. Fluo-8 calcium fluorescence; scaled to maximal ATP response, vehicle zero. activation, % at 3 µM. 360,000 tested, 0.48% active. AID 602248; in the data active = activation above about 15%;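 also: untransfected CHO-K1 host cells lacking M1 receptor as counterscreen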
CHO parental Ca: signal in parental CHO cells, OX1R antagonist counter-screen; inhibition, % at 5.6 µM; 330,000 tested, 0.63% active; parental CHO-K1, ATP-induced calcium, Fluo-8 fluorescence;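 active = inhibition above that plate's mean sample inhibition plus 3 SD, cut at about 26% in these data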;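 also: 0% = ATP-challenged DMSO wells and 100% = DMSO wells without ATP; some compounds past the cut are filed as inactive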
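Test system: parental CHO cells; detection: calcium-sensitive Fluo-8 fluorescence; evaluation: percent inhibition of calcium signal; also added: ATP as calcium-mobilizing challenge; repeats: one well per compound; control set: ATP-challenged DMSO wells low, unchallenged DMSO wells high; compound: single nominal dose of 5.6 µM per compound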
OXTR ag: activates the human oxytocin receptor; P30559; CHO-OTR cells, Fluo-8 calcium fluorescence; normalized: DMSO 0%, oxytocin 100%; activation, % at 3 µM; 320,000 tested, 0.32% active; AID 2435;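 active = activation above the mean of all tested compounds plus 3 SD, cutoff set per screening run, cut at about 20% in these data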;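 also: peak over basal fluorescence ratio from a 100 s FLIPR kinetic read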
Starred values were filed as active, the others as inactive; . = no result given; & = joins results of further samples. Only part of the results is shown, so the mix of outcomes need not match the whole.

SMILES	V1R ag counter	CHO-K1 Ca PAM	OXTR potentiator	GPR7 antagonist	CHO-K1 Ca antag	TAAR1 antag	CHO-K1 Ca ag	CHO parental Ca	OXTR ag
O=C(NCC1=C(c2ccc3ccccc3c2)C[C@@H]2CC[C@H]1N2Cc1ccco1)c1cccnc1	.	-1	.	.	-7	-17	0.4	.	.
Cc1cccc(-n2c(O)c(C=NCCN3CCCCC3)c(=O)[nH]c2=O)c1	0.2	19	4	-15	-1	-31	1.0	-4	0.2
CC(=Nc1ccccc1N)c1c(O)n(C)c(=O)[nH]c1=O	-0.4	15	-9	6	-10	-19	0.4	-13	-0.6
C=CCn1c(O)c(C(C)=NC2CC2)c(=O)[nH]c1=O	0.9	12	-2	5	-4	2	0.2	-15	0.0
COc1cc(OC)cc(C(=O)NC(=S)N2C[C@H]3C[C@H](C2)c2cccc(=O)n2C3)c1	0.8	-3	-2	-3	2	-9	-0.2	-9	-0.4
CN1CCC2(CC1)C(C#N)=C(N)NC(S)=C2C#N	1.0&2.1	27&2	2&2	-9&-5	-21&-1	1&-2	2.3&0.1	-5&1	0.5&3.4
CCCCN1C(=N)C(CC)(CC)C(=O)NC1=O	0.3	21	3	-2	-15	-5	0.7	-12	1.2
CCC(=NCc1ccco1)c1c(O)n(-c2ccc(Cl)cc2)c(=O)[nH]c1=O	-0.7	0	-2	-13	2	-39	0.5	-20	-0.9
O=C(c1cc(Cl)cc(Cl)c1)N1Cc2ccccc2-n2nncc2C1	.	20	.	.	-7	35	2.7	.	.
CS(=O)(=O)N1CCCC(C(=O)N2CCC3(CC2)OCCO3)C1 (centres undefined)	-0.1	21	-5	-6	-8	5	0.4	-9	0.0
ClC(Cl)=C(c1ccc(Cl)cc1)c1ccc(Cl)cc1	3.7	3	7	.	6	-12	-0.5	-10	2.0
O=C(Cc1cccs1)N1Cc2ccccc2-n2nncc2C1	.	2	.	.	3	14	1.0	.	.
CCOC(=O)c1ccc(-[n+]2c(-c3ccccc3)cc(-c3ccccc3)cc2-c2ccccc2)cc1	0.3	.	-16	.	.	.	.	8	-0.8
COC(=O)C1=C(c2cccc(OC)c2OC)C[C@@H]2CC[C@H]1N2C(=O)N1CCCC1	-0.2	20	-6	.	-2	0	7.0	-7	13
NC(=O)c1cn(C2OC(CO)C(O)C2O)c2ncnc(N)c12 (centres undefined)	-0.4	10&-5	7	-5	-11&-10	-15&-21	0.3&0.4	-1	2.5
CCCn1cc(CN2CCCC(C(=O)c3cccc(OC)c3)C2)c(C)n1 (centres undefined)	1.3	-1	-6	-4	4	-1	0.4	-4	1.8
C/C(=N\NC(=O)c1ccncc1)c1c(O)[nH]c(=O)[nH]c1=O	1.2	.	-10	.	.	-2	.	-10	1.5
Cc1cc(S(=O)(=O)NCc2ccccc2)ccc1OCC(=O)N1CCN(C)CC1	0.2	17	-10	-5	-12	-2	0.8	-6	0.3
CC(=O)Nc1ccccc1C(=O)OCC(=O)c1ccccc1Cl	5.1	15	-7	-13	9	0	3.4	-20	0.9
Cc1ccc(-n2c(O)c(C=NCCN3CCNCC3)c(=O)[nH]c2=S)cc1	0.2	-1	-16	-3	-9	-16	-0.2	-1	-0.2
O=C1NC(=O)[C@]2(Cc3ccccc3N3CCN(c4ccccc4)CC32)C(=O)N1c1ccccc1 (some centres undefined)	0.7	18	-4	9	2	7	0.5	-10	-0.3
CCN(CC)C(=O)c1ccc(NC(=O)c2c(C)noc2C)cc1	0.2	-7	-4	.	0	6	-0.2	-6	0.9
C/C(=N/O)c1ccc2ccc3ccccc3c2c1	-0.6	12	-2	.	-12	-10	0.6	-8	-1.1
COc1ccc(-n2c(O)c(C(C)=NC3CC3)c(=O)[nH]c2=O)cc1	-0.2	3	-9	-5	-8	9	0.0	-3	-0.2
Nc1cccc(N=Cc2c(O)n(Cc3ccc(F)cc3)c(=O)[nH]c2=O)c1	0.9	-4	-4	11	12	1	0.1	-5	-1.0
SMILES	V1R ag counter	CHO-K1 Ca PAM	OXTR potentiator	GPR7 antagonist	CHO-K1 Ca antag	TAAR1 antag	CHO-K1 Ca ag	CHO parental Ca	OXTR ag
C[C@]12CC[C@H](O)CC1=CCC1C2CC[C@@]2(C)C1CC[C@@H]2OCc1ccccc1 (some centres undefined)	1.4	5	-2	.	-1	-16	0.4	-7	-0.4
COC(=O)c1ccccc1OP(=O)(c1cccc([N+](=O)[O-])c1)c1cccc([N+](=O)[O-])c1	0.2	14	-8	-4	-15	-22	-0.3	-4	-0.6
COC(=O)C1=C(c2ccccc2OCc2ccccc2)C[C@@H]2CC[C@H]1N2C(=O)NCCCOC(C)C	-1.2	10	-4	.	-16	4	-1.3	-26	-1.8
COc1ccc(OC)c(-n2c(O)c(C=Nc3c(C)n(C)n(-c4ccccc4)c3=O)c(=O)[nH]c2=S)c1	0.1	-9	-7	-10	11	11	0.4	6	-0.6
CCc1ccc(N2C(=O)NC(=O)/C(=C/c3ccsc3)C2=O)cc1	0.5	.	-1	-16	.	.	.	-17	0.2
CCN1C(=O)N(CC)C(=O)C2(Cc3ccccc3N3CCN(c4ccccc4)CC32)C1=O (centres undefined)	-0.3	0	-9	-3	3	-3	-0.2	-14	-2.3
Cc1nc2cc(-c3cccc(F)c3)nn2c(C)c1CCC(=O)N1CCC2(CC1)OCCO2	-0.6	11	0	-8	-6	11	0.3	-7	0.5
O=C(O)c1sc2cc(Cl)ccc2c1Cl	-0.5	.	-4	-11	.	.	.	1	0.5
CN1CN(c2cccc([N+](=O)[O-])c2)CN=C1N[N+](=O)[O-]	-0.5	21	-8	-6	-13	0	0.4	-4	1.1
CC1(C)C(C(=O)NN2C(=O)c3ccccc3C2=O)C1(C)C	-0.5	-3	-19	-4	9	-6	-0.1	-23	0.0
CN1CCN(c2cccc3c2C(=O)c2ccccc2C3=O)CC1	.	9	.	-10	-17	-14	0.2	.	.
COc1cc(C2c3cc4c(cc3CC3COC(=O)C32)OCO4)cc(OC)c1OC (centres undefined)	0.7	7	-5	.	0	-12	0.0	-10	1.3
COC(=O)c1cc2c(s1)=NC=NP=2(N1CCOCC1)N1CCOCC1	0.7	-16&10	-4	-11	-1&-12	-9&13	-0.2&0.8	-2	0.5
CCCCN=C[C@]12CCC(O)CC1(O)CCC1[C@@H]2CC[C@]2(C)[C@H](C3C=CC(=O)O3)CCC12O (some centres undefined)	0.0	-7	4	13	-9	-16	0.9	-7	1.9
O=c1[nH]c(=S)[nH]c(O)c1N=Nc1ccc(SC(F)F)cc1	0.6	18	-8	-10	-11	0	3.0	0	0.5
N#Cc1cc2c(nc1SCC(=O)Nc1cc(Cl)ccc1Cl)C1CCN2CC1	1.9	16	-7	2	10	21	1.3	-1	3.6
O=c1c2ccccc2nc(Cc2ccccc2)n1-c1ccccc1O	5.0	21	-2	-17	-6	-14	0.8	-4	1.6
O=C(Nc1ccc2ccccc2c1)c1nn(C23CC4CC(CC(C4)C2)C3)cc1Br	1.3	4	-5	-6	-10	2	0.6	18	0.9
CCCC1COC(Cn2cncn2)(c2ccc(Cl)cc2Cl)O1 (centres undefined)	1.4	-12	0	-11	2	5	1.5	-19	-1.4
CN(C)C(=O)O/N=C(\N)COc1ccc(C(C)(C)C)cc1	0.8	13	-4	-8	-3	-16	4.9	-10	-0.1
CCN(CCO)c1ccc(N=Cc2c(O)n(C)c(=S)[nH]c2=O)cc1	1.0	2	-15	0	-1	10	2.6	-3	3.3
Cn1cnnc1Sc1cc(N2CCNCC2)ccc1[N+](=O)[O-]	2.2	16	5	-9	-1	-4	1.2	-1	-0.4
CC(C)C1(C)N=C(c2nc3ccccc3cc2C(=O)O)NC1=O (centres undefined)	1.3	10	-9	-9	-7	-6	0.1	-10	0.9
O=C1NC(=O)N(c2ccc(F)cc2)C(=O)/C1=C/c1ccc2c(c1)CCCN2Cc1ccccc1	.	5	.	7	1	-4	0.7	.	.
COCc1cc(OC(=O)N(C)C)nc2c1c(C)nn2C	-0.2	8	-7	-11	-13	-9	0.4	5	0.9
SMILES	V1R ag counter	CHO-K1 Ca PAM	OXTR potentiator	GPR7 antagonist	CHO-K1 Ca antag	TAAR1 antag	CHO-K1 Ca ag	CHO parental Ca	OXTR ag
COc1ccc(-c2nc3ccccc3c(=O)n2-c2ccc(OC)cc2)cc1	-1.6	7	-10	-2	-7	-5	1.6	-8	-3.1
CCCCn1c(O)c(/C(CC)=N/N2CCCCC2c2cccnc2)c(=O)[nH]c1=S (centres undefined)	-0.3	9	6	-11	-6	-14	0.0	-23	0.3
Cc1ccc(CCN2CC(C(=O)N3CCC4(CC3)OCCO4)CC2=O)cc1 (centres undefined)	0.7	-6	-12	-15	5	0	0.0	-12	-0.5
CCN1CCN(Cc2ccc(OC(F)(F)F)cc2)CC1	1.0	-4	2	-13	-26	-15	0.7	-9	0.6
Cc1ccc2[nH]c3c(c2c1)CN(C(=O)CN1C[C@H]2C[C@@H](C1)c1cccc(=O)n1C2)CC3	0.2	-2	0	5	-2	3	0.1	-13	-1.0
CCOc1ccc([N+](=O)[O-])cc1CNCCc1ccccc1	-0.8	24	-6	44*	-16	27	2.9	-14	-2.3
c1cc2c(cc1[C@H]1OC[C@H]3[C@@H]1CO[C@H]3c1ccc3c(c1)OCO3)OCO2	2.1	1	-7	.	-13	-4	1.1	-5	-0.5
CCOC(=O)c1ccc(N=Cc2c(O)n(-c3ccc(OC)cc3)c(=S)[nH]c2=O)cc1	1.1	9	-1	0	-4	1	2.1	-3	0.6
NCCc1c[nH]c2ccccc12	-0.5	9	-3	-5	6	13	0.4	-12	1.4
O=C1NC(=O)C2(Cc3ccccc3N3CCCC32)C(=O)N1c1cccc(Cl)c1 (centres undefined)	0.4	20	-7	-4	-10	2	1.0	-12	0.8
CSc1nc(N2CCN(C)CC2)c2ccccc2n1	-0.3	4	-1	-18	-19	-6	0.9	-19	0.9
COc1ccc(CN2CCN(C(=O)Cc3ccccc3)CC2)cc1OC	.	-11	.	.	3	-2	0.1	.	.
O=C1NC(=O)C(CCc2ccncc2)(CCc2ccccn2)C(=O)N1c1ccc(Br)cc1 (centres undefined)	-0.9	15	-15	-6	-6	-2	-0.2	-28	-2.3
O=c1[nH]c(=O)n(-c2cccc3ccccc23)c(O)c1/C=N/N1CCCCC1	-0.5	-1	-6	-9	6	-9	0.6	-18	-0.2
CCOc1ccccc1Oc1coc2cc(OC(=O)N(C)C)ccc2c1=O	1.2	-2	-1	4	-2	-6	-0.5	-13	0.3

Molecules above that have a furan ring, fused or not, in the order listed:
SMILES	V1R ag counter	CHO-K1 Ca PAM	OXTR potentiator	GPR7 antagonist	CHO-K1 Ca antag	TAAR1 antag	CHO-K1 Ca ag	CHO parental Ca	OXTR ag
O=C(NCC1=C(c2ccc3ccccc3c2)C[C@@H]2CC[C@H]1N2Cc1ccco1)c1cccnc1	.	-1	.	.	-7	-17	0.4	.	.
CCC(=NCc1ccco1)c1c(O)n(-c2ccc(Cl)cc2)c(=O)[nH]c1=O	-0.7	0	-2	-13	2	-39	0.5	-20	-0.9

High-throughput results as filed in PubChem BioAssay.
